HttQ103 aggreg: qHTS Multiplex Assay to Identify Dual Action Probes in a Cell Model of Huntington: Aggregate Formation (GFP); AID 1688, 2009; Potency, µM (series often up to 46.1 µM), without a hit: at the highest dose activity change, negative = inhibition, usual class: inhibitors; hit rate 1.1% among 220,000; PC12 HttQ103-GFP aggregates, Acumen cytometry, 40 h; note: potency is the fitted concentration of half-maximal effect; % is set by controls: 0 for no effect and ±100 for the full control effect; nearly all actives have a fitted effect of over 60% in size
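Steps: seed 1500 PC12 HTTQ103-GFP cells/well; add tebufenozide, 100 nM final; add compound titration; add ATPLite reagent; quantify GFP aggregates by laser scanning cytometry.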
NPSR antag: qHTS Assay for Antagonists of the Neuropeptide S Receptor: cAMP Signal Transduction; AID 1461, 2008; CHO-NPSR cells, cAMP TR-FRET, antagonist mode; Potency, µM (doses to about 38.3 µM), inactives show at the highest dose activity change, negative = inhibition, usual class: inhibitors; hit rate 1% among 220,000; note: potency is the fitted concentration of half-maximal effect; % is set by controls: 0 for no effect and ±100 for the full control effect; nearly all actives have a fitted effect of over 50% in size; many of its hits are not listed in these tables
Target sequence (Q6W5P4 whole entry, looked up): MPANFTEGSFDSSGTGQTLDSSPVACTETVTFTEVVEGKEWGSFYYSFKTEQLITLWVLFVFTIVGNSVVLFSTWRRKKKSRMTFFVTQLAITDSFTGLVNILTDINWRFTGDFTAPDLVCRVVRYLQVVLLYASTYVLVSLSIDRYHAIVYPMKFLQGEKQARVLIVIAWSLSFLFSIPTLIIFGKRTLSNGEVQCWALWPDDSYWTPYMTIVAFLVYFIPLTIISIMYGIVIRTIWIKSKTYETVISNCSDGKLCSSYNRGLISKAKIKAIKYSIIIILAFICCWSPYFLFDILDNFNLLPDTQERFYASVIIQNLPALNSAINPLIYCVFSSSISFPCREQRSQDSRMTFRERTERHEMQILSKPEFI
Luc counter: Counterscreen for Luciferase (Kinase-Glo TM) Inhibition; Luciferin 4-monooxygenase (Photuris pensylvanica), Q27757; Kinase-Glo luciferase, ATP luminescence, 8 min; Potency, µM (highest dose often 38.3 µM), inactives show at the highest dose activity change, negative = inhibition, actives largely listed as inhibitors; hit rate 0.28% among 200,000; AID 1379, 2008; note: potency is the fitted concentration of half-maximal effect; % is set by controls: 0 for no effect and ±100 for the full control effect; nearly all actives have a fitted effect of over 60% in size
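Inhibition of Kinase-Glo luciferase light generation was assessed at 10 uM ATP in pH 7.2 imidazole buffer, with luminescence measured after eight minutes at ambient temperature.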
CBFb-RUNX1 inh: qHTS Assay for Compounds Blocking the Interaction Between CBF-beta and RUNX1 for the Treatment of Acute Myeloid Leukemia; AlphaScreen CBFb-His/RUNX1-biotin binding, biochemical; Potency, µM (titrated, usually from 59.8 µM), inactives show top-dose activity, negative = inhibition, hits mostly inhibitors; Runt-related transcription factor 1 (Homo sapiens) + Core-binding factor subunit beta …; 230,000 tested, under 10 active; note: % of control where 0% means no effect
Target sequence (Q01196 whole entry, looked up): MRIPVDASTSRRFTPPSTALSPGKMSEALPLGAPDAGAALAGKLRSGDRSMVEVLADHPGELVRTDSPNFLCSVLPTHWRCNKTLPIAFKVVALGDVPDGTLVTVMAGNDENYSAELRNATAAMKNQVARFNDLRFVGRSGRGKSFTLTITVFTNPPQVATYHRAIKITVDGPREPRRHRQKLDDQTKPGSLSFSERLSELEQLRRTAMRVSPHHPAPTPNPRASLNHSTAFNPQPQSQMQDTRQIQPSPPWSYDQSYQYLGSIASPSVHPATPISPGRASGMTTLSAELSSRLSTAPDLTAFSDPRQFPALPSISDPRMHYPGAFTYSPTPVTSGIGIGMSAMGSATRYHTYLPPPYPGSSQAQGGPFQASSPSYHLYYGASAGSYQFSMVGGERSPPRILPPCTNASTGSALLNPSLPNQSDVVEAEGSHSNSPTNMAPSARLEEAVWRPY
Target sequence (Q13951 whole entry, looked up): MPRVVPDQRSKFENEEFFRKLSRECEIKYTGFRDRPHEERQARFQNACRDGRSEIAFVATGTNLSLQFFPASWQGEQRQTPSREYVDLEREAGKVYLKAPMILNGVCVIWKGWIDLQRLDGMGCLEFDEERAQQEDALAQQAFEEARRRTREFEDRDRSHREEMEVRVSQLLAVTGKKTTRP
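Room-temperature protein-protein interaction test with 30 nM each of His-tagged CBF-beta and biotinylated RUNX1, 15 min with compound, then 90 min with nickel plus streptavidin beads. Signal read in AlphaScreen mode.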
LMNA splice mod: qHTS Assay for Modulators of Lamin A Splicing; hit rate 0.01% among 200,000; Potency, µM (titrated, usually from 46.1 µM), without a hit: at the top dose ratio change, negative = inhibition, hits mostly inhibitors; AID 1487, 2009; HeLa LMNA splicing GFP/RFP minigene ratio, 48 h; active = well fitted inhibition curve with a large enough effect in the signal ratio, with a control signal flat, not every such curve was filed as active; inconclusive = small, poorly fitted or top-dose-only effect, or effect the other way, or a change in a side signal; the % refers to the signal ratio; note: potency is the fitted concentration of half-maximal effect; % is set by controls: 0 for no effect and ±100 for the full control effect
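S3 HeLa stable clones carrying a lamin A-EGFP splicing minigene plus DsRed2 were seeded at 600 cells/well in Opti-MEM with 2% FBS, pin-dosed and incubated 48 h at 37°C. Acumen cytometry (488 nm) gave the GFP/RFP total-intensity ratio.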
Epigenetic derep: Quantitative High-Throughput Screen for Regulators of Epigenetic Control; murine LDR cells, GFP reporter derepression, 30 h; Potency, µM (highest dose often 53.9 µM), inactives show top-dose GFP activation, most hits filed as activators; hit rate 0.2% among 280,000; AID 1865, 2009; note: potency is the fitted concentration of half-maximal effect; % of control where 0% means no effect; nearly all actives have a fitted effect of over 60% in size
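Reporter derepression read as number of fluorescent GFP-positive objects, 20-120 um in size, counted by laser-scanning cytometer. Mouse LDR line with an epigenetically silenced CMV-GFP locus; compound incubation 30 h, 37 C.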
IMPase Li cell: qHTS Assay for Identifying the Cell-Membrane Permeable IMPase Inhibitors: Potentiation with Lithium | CHO-M1 cells, IP1 TR-FRET (IP-One), carbachol + lithium | Potency, µM (titrated, usually from 59.4 µM), inactives show top-dose activity, negative = IMPase inhibition, most hits filed as inhibitors | hit rate 0.35% among 210,000 | AID 1457, 2008;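 note: IP1 builds up when IMPase is blocked and the TR-FRET signal falls; potency is the fitted concentration of half-maximal effect; plate controls were basal vehicle for no effect and high inhibitor control for full effect; nearly all actives have a fitted effect of over 50% in size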
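Concentration–response in CHO-M1 cells, lithium-potentiated; 30 min at 37C. IP1 detected by competitive TR-FRET after 10 min lysis at RT. Hill-fitted AC50.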
* hit, by the source's call; ? = inconclusive; nt = not tested or not shown; & = joins results of further samples; [ ] = another dose, or the depositor's remark. Unless noted, calls come from the whole dose curve; as a rule, active = well fitted curve in the direction sought with a large enough effect; inconclusive = small, poorly fitted or top-dose-only effect, or another doubt; inactive = no such curve, though single readings can be large; an effect the other way counts as inactive or inconclusive. This is a subset; count on the stated rates, not on these rows.

Values run as follows: HttQ103 aggreg	NPSR antag	Luc counter	CBFb-RUNX1 inh	LMNA splice mod	Epigenetic derep	IMPase Li cell
COc1ccc(CCNC(=O)CCc2ccc(S(=O)(=O)NC(C)C)cc2)cc1OC
  -11%	13%	3%	4%	3%	1.1%	1%
COC(=O)[C@@]1(C)C=C[C@@H](Cc2ccccc2)N1C(=O)c1ccccc1
  nt	nt	0%	15%	nt	2.0%	-6%
CCc1ccc(N2CC(C(=O)NCc3ccco3)CC2=O)cc1 (configuration not stated)
  -7%	-6%[46.1 µM]	3%	-6%	-7%	0.0%	4%
COc1cc(/C=N/NC(=S)Nc2cccc(S(=O)(=O)N(C)C)c2)ccc1O
  -8%	3%	14%	1%	?	1.1%	2%
COCCNc1oc(-c2ccc(C)cc2)nc1C#N
  -7%	-3%[46.1 µM]	-3%	0%	-5%	-1.1%	23%[38.3 µM]
Cc1ccccc1NC(=O)C1C2CCCC1C2c1ccccc1 (configuration not stated)
  -12%	-18%[46.1 µM]	2%	0%	-7%	-3.2%	0%[38.3 µM]
COc1ccc(C(=O)COC(=O)c2ccc(N(C)C)cc2)cc1
  28%	-6%	1%	1%	?	1.1%	?
O=C(/C=C/c1ccccc1Cl)NCc1ccccc1
  3%	-6%[46.1 µM]	-2%	3%	7%[0.0737 µM]	-0.9%	7%[38.3 µM]
O=C(COc1ccc(Cl)cc1Cl)N/N=C/c1ccc(OC2OC(CO)C(O)C(O)C2O)cc1 (configuration not stated)
  1%[9.22 µM]	-5%	nt	0%	nt	4.4%	nt
CC1Cc2cc(/C(O)=C3/C(=O)C(=O)N(CCCN(C)C)C3c3ccncc3)ccc2O1 (configuration not stated)
  -16%	-7%[46.1 µM]	1%	6%	2%	1.1%	20%[38.3 µM]
Cc1ccccc1N=C(N)Nc1ccccc1C
  nt	nt	1%	25%	nt	1.1%&3.0%	22%&20%
CCOC(=O)N1CCC(NC(=O)CCC(=O)N2CCOc3ccc(Cl)cc32)CC1
  -8%	-10%	3%	16%	19%[46 µM]	-0.3%	-4%
Cc1nc2c(-c3ccccc3)c(C)nn2c(C)c1CCC(=O)NC(C)CCc1ccco1 (configuration not stated)
  -14%	-18%[46.1 µM]	-3%	-1%	0%	0.5%	-1%[38.3 µM]
Cc1ccc(Cn2c(CN3CC(C)OC(C)C3)nc3c2c(=O)[nH]c(=O)n3C)cc1 (configuration not stated)
  22%	-14%[46.1 µM]	1%	-2%	8%	-2.0%	0%[38.3 µM]
CCc1nnc(NS(=O)(=O)c2ccc(NC(=S)NC(=O)c3cccnc3)cc2)s1
  10%[9.22 µM]	10%	3%	2%	?	3.8%	0%
Cc1cc(CN(C)C)c(O)c(C2(C)CCCCC2)c1
  -10%	-3%[46.1 µM]	1%	1%	2%	0.9%	19%[38.3 µM]
O=c1c2c(-c3ccccc3)csc2nc2c3ccccc3c(NCCN3CCOCC3)nn12
  ?	?	3%	?	?	-6.7%	17%
CCCC[C@@H]1C[C@H]1C(NC(=O)c1ccccc1)c1ccc(Cl)cc1 (some centres not stated)
  nt	nt	-3%	22%	nt	2.3%	-1%
CCc1nc(Nc2ccc(OC)c(OC)c2)c2nnn(Cc3ccccc3Cl)c2n1
  -26%	-45%	4%	4%	?	-1.0%	28%
O=C(CSc1nnc(-c2ccncc2)n1C1CCCCC1)Nc1ccccc1
  -9%	-13%[46.1 µM]	0%	3%	11%	0.0%	9%[38.3 µM]
Cc1ccccc1/C=N/Nc1nc2ccccc2[nH]1
  -5%	-40%	2%	-2%	nt	-6.0%	-6%
CSC1=NCCN1C(=O)Cc1cccc2ccccc12
  -24%[9.22 µM]	10%	nt	2%	nt	7.2%	nt
CCCN1C(=O)/C(=C/c2ccccc2OCc2ccc(C(=O)O)cc2)NC1=S
  1%	-35%	1%	-16%	-8%[46 µM]	1.3%	-3%
CC(C)CC[n+]1ccn(-c2nc3ccccc3nc2[N-]S(=O)(=O)c2ccccc2)c1
  -15%	-20%[46.1 µM]	-2%	-5%	-1%	0.4%	-5%[38.3 µM]
Cc1ccc(NC(=O)CCC(=O)N/N=C/c2ccco2)c(C)c1
  4%	18%	-3%	2%	-1%	0.0%	1%
O=C(c1cnn(-c2nc3ccccc3s2)c1)c1ccccc1O
  -9%	-16%[46.1 µM]	-8%	-2%	-8%	-1.1%	6%[38.3 µM]
COCCCNc1nc2c(c(=O)[nH]c(=O)n2C)n1CC(O)COc1ccccc1C (configuration not stated)
  5%	-8%[46.1 µM]	0%	2%	-9%	-0.2%	4%[38.3 µM]
O=c1nc(SCc2cccc(C(F)(F)F)c2)nc2ccccn12
  1%	-2%	-2%	5%	12%[9.22 µM]	-3.9%	-1%
CCC(=O)N/N=C/c1ccc(-c2ccc(Cl)cc2)o1
  5%[9.22 µM]	8%	0%	-1%	26%[46 µM]	1.1%	8%
C[C@@H]1C(=O)OC2C[C@@]34[C@H]5C[C@@H](C(C)(C)C)[C@@]36C(O)C(=O)O[C@H]6O[C@@]4(C(=O)O5)[C@]21O (some centres not stated)
  nt	nt	1%[39.9 µM]	-11%	nt	0.7%	5%

Molecules shown so far containing an aryl methoxy group:
Values run as follows: HttQ103 aggreg	NPSR antag	Luc counter	CBFb-RUNX1 inh	LMNA splice mod	Epigenetic derep	IMPase Li cell
COc1ccc(CCNC(=O)CCc2ccc(S(=O)(=O)NC(C)C)cc2)cc1OC
  -11%	13%	3%	4%	3%	1.1%	1%
COc1cc(/C=N/NC(=S)Nc2cccc(S(=O)(=O)N(C)C)c2)ccc1O
  -8%	3%	14%	1%	?	1.1%	2%
COc1ccc(C(=O)COC(=O)c2ccc(N(C)C)cc2)cc1
  28%	-6%	1%	1%	?	1.1%	?
CCc1nc(Nc2ccc(OC)c(OC)c2)c2nnn(Cc3ccccc3Cl)c2n1
  -26%	-45%	4%	4%	?	-1.0%	28%

Further entries follow.
Values run as follows: HttQ103 aggreg	NPSR antag	Luc counter	CBFb-RUNX1 inh	LMNA splice mod	Epigenetic derep	IMPase Li cell
COC(=O)c1sc2nc(CN3CCOCC3)nc(N3CCOCC3)c2c1C
  8%	-9%[46.1 µM]	-5%	2%	7%	-2.1%	13%[38.3 µM]
Cc1cccc(Nc2c3c(nc4ncnn24)CCC3)c1
  1%[9.22 µM]	1%	-4%	-1%	nt	-0.3%	5%
CCOC(=O)CC(CC(C)=O)C(=O)OCC (configuration not stated)
  nt	nt	-1%	13%	nt	13%	27%
CCCOc1ccc(CN(CCO)CCO)cc1C(=O)OC
  -7%	4%[46.1 µM]	nt	0%	-3%	-5.5%	nt
N#CC1=C(N)n2c(s/c(=C\c3cccs3)c2=O)=C(C#N)C1c1cccs1 (configuration not stated)
  ?	-1%[46.1 µM]	nt	-17%	?	10µM*	nt
COC(=O)c1ccc(NC(C)C(=O)OC)c([N+](=O)[O-])c1 (configuration not stated)
  2%	17%	-1%	-2%	-7%	1.0%	0%
CC(C)(C)OC(=O)N[C@H](Cc1ccccc1)C(=O)N1CCC(C(=O)O)CC1
  17%	9%[46.1 µM]	-2%	4%	-1%	-0.9%	10%[38.3 µM]
C[C@H]1CC[C@H]2C(=O)N[C@H](Cc3ccccc3)C(=O)N2[C@@H]1c1ccccc1
  8%	9%	1%	18%[13.1 µM]	-8%	0.8%[10.1 µM]	6%
CCc1ccc2nc3nc(C)cc(C)c3c(N)c2c1
  -2%	-12%[46.1 µM]	6%	7%	?	-2.2%	26%[38.3 µM]
COc1cc(C=O)ccc1OCCOCCOc1cc(C)ccc1Cl
  1%	-21%[46.1 µM]	nt	10%	?	1.0%	nt
C=CCNC(=S)NNC(=O)c1ccc(OCC)cc1
  4%	5%[46.1 µM]	-4%	7%	-5%	-2.3%	0%[38.3 µM]
COCCOc1ccc(C(F)(F)F)cc1Nc1nc2ccccc2o1
  -16%	-21%[46.1 µM]	-2%	17%	7%	0.0%	33%[activator][38.3 µM]
COc1cc(NC(=O)COC(=O)CNC(=O)c2ccc(C)s2)cc(OC)c1
  -2%	1%	-2%	4%	nt	-8.2%	-2%
CC1(C)C2CCC1(C)C(OC(=O)C[n+]1ccccc1)C2 (configuration not stated)
  -11%[9.22 µM]	10%	nt	1%	nt	3.8%	nt
COc1ccc(C2C(C(=O)N3CCN(C)CC3)c3ccccc3C(=O)N2C2CCCCC2)cc1 (configuration not stated)
  13%	-8%[46.1 µM]	-1%	4%	1%	0.5%	12%[38.3 µM]
C=CCc1cc(OC)ccc1OCCOCCN1CCc2ccccc2C1
  -8%	-18%	-1%	-3%	nt	-1.5%	20%
Cn1c(C(=O)N2CCC(C(=O)N3CCN(Cc4ccc5c(c4)OCO5)CC3)CC2)cc2sccc21
  -33%	-16%[46.1 µM]	4%	13%	?	0.0%	38%[activator][38.3 µM]
CCc1ccccc1S(=O)(=O)Cc1ccc(C(=O)NCc2cccs2)o1
  3%	-7%	0%	7%	nt	1.5%	1%
CCCCCCCCNC1=CC(=O)CC(C)(C)C1
  8%[9.22 µM]	-49%	nt	7%	nt	1.3%	nt
Cc1ccc(S(=O)(=O)N2CCOCC2)cc1C(=O)Nc1ccccn1
  0%	4%[46.1 µM]	-2%	8%	7%	-0.8%	10%[38.3 µM]
NC(=O)CC1Nc2cccc3cccc(c23)NC1=O (configuration not stated)
  10%	-3%	-3%	6%	-19%	1.0%	31%[activator]
O=C(O)CCC(=O)c1c[nH]c2ccccc12
  4%	-2%[46.1 µM]	-2%	3%	-11%	3.2%	11%[38.3 µM]
Nc1nc(-c2ccccn2)nc(N)c1Cc1ccccc1F
  ?	-2%	-6%	?	-14%[46 µM]	-0.5%	-4%
CCN1CCCC1CNC(=O)c1cc2c(C)nc3ccccc3c2o1 (configuration not stated)
  -11%	-2%[46.1 µM]	-1%	-5%	?	-2.3%	9%[38.3 µM]
CCOC(=O)c1ccc(Oc2cc(C)nc(Cl)n2)cc1
  0%[9.22 µM]	9%	nt	5%	nt	2.4%	nt
Cc1cc(N)n(-c2ccccn2)n1
  2%[9.22 µM]	-5%	nt	-2%	nt	3.3%	nt

Screens (PubChem BioAssay)
